ALOX15 inhib – qHTS Assay for Inhibitors of 15-hLO (15-human lipoxygenase). Polyunsaturated fatty acid lipoxygenase ALOX15 (Homo sapiens), P16050. purified 15hLO-1, xylenol orange hydroperoxide absorbance. Potency, µM (doses to about 57.1 µM), for the others: top-dose activity change, negative = inhibition, hits mostly inhibitors. actives 1.4% (n = 74,000). AID 887, 2007; note: potency is the fitted concentration of half-maximal effect; % is set by controls: 0 for no effect and ±100 for the full control effect; nearly all actives have a fitted effect of over 55% in size
Target sequence (P16050 whole entry, looked up): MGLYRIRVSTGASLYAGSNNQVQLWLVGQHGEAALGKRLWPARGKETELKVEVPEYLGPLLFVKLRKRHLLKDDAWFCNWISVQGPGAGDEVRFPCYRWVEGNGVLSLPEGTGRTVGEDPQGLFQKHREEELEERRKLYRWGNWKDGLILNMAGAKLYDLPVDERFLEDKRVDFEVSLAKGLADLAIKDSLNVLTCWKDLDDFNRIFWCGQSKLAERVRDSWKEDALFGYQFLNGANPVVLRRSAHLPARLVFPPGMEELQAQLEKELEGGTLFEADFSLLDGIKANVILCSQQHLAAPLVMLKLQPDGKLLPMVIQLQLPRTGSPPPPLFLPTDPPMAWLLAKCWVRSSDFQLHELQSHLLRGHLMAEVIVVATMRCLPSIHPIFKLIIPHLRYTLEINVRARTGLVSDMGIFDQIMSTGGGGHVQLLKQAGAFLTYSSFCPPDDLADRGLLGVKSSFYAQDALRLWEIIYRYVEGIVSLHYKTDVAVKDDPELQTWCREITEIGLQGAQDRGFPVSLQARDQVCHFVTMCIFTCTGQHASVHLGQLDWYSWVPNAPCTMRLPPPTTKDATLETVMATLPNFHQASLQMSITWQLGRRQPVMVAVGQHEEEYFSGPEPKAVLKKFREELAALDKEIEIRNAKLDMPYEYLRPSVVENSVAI
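40 nM 15hLO-1 + cpd, 15 min RT; start w/ 50 uM AA (final), 6 min RT; stop/detect w/ 200 uM XO + 300 uM Fe(II) in 50 mM H2SO4, 30 min; A573/A405. Buffer 25 mM Hepes pH 7.5, 0.01% Triton X-100. No-enzyme wells as negative control.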
Texas Red fluor – qHTS Assay for Spectroscopic Profiling in Texas Red Spectral Region. AID 587, 2007. Compound fluorescence, Texas Red channel, 547/618 nm; active compounds read high. actives 0.06% (n = 59,000). max dye-equivalent concentration, M; in the data active = max dye-equivalent concentration above about 10 nM; inconclusive = between about 1.1 nM and that limit
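Compound fluorescence was read after 15 min at room temperature in 100 mM Tris, pH 8.0, using 547 nm excitation and 618 nm emission across a concentration series. It was expressed as Texas Red dye-equivalent concentration from an on-plate standard curve.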
HADH2 inh – qHTS Assay for Inhibitors of HADH2 (Hydroxyacyl-Coenzyme A Dehydrogenase, Type II). recombinant HADH2, NADH fluorescence, beta-hydroxybutyryl-CoA. actives 3.4% (n = 73,000). Potency, µM (doses to about 57.1 µM), for inactives: at the highest dose activity change, negative = inhibition, usual class: inhibitors. 3-hydroxyacyl-CoA dehydrogenase type-2 (Homo sapiens), Q99714. AID 886, 2007; note: potency is the fitted concentration of half-maximal effect; % is set by controls: 0 for no effect and ±100 for the full control effect; nearly all actives have a fitted effect of over 60% in size; many of its hits are not listed in these tables
Target sequence (Q99714 whole entry, looked up, one chain of several): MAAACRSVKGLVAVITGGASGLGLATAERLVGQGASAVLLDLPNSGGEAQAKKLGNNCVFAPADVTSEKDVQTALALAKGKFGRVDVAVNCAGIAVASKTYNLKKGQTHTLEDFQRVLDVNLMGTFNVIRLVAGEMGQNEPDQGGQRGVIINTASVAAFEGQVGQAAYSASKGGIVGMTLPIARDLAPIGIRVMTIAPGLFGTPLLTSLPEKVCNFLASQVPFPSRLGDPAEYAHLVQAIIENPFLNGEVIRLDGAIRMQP
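E. coli-expressed His-tagged HADH2 tested at 20 nM in alkaline Tris buffer (pH 9.0); oxidation of 90 uM beta-hydroxybutyryl-CoA with 1 mM NAD+ tracked fluorimetrically for 4 min.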
4MU fluor – qHTS Assay for Spectroscopic Profiling in 4-MU Spectral Region; compound autofluorescence, 340/450 nm, 4-MU equivalents; active compounds read high; max dye-equivalent concentration, M; actives 11% (n = 59,000); AID 589, 2007; in the data active = max dye-equivalent concentration above about 10 nM; inconclusive = mostly about 1.1 nM to 9.6 nM
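Compounds in 100 mM Tris, pH 8.0, incubated 15 min at room temperature, then fluorescence read at 340 nm excitation/450 nm emission. Signal converted to 4-MU dye-equivalent concentration using an on-plate six-point 4-MU standard curve.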
Pol III holo inh – qHTS Assay for Inhibitors of DNA Polymerase III Holoenzyme System | actives 0.25% (n = 71,000) | Potency, µM (top dose mostly 57.1 µM), for inactives: top-dose activity change, negative = inhibition | reconstituted DNA polymerase III holoenzyme replication, biochemical | AID 603, 2007; note: potency is the fitted concentration of half-maximal effect; % is set by controls: 0 for no effect and ±100 for the full control effect
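Reconstituted *E. coli* holoenzyme (0.35 nM Pol III, 1 nM beta, 154 nM SSB, 2 nM primase) was preincubated with compound for 15 min at RT. Synthesis on 1.4 nM ssM13Gori ran 35 min, then was stopped with PicoGreen/EDTA and read as dsDNA fluorescence.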
HBB splice mod – qHTS Assay for Modulators of Hemoglobin Beta Chain Splicing; AID 925, 2007; actives 0.06% (n = 65,000); Potency, µM (highest dose often 46.1 µM), without a hit: at the highest dose activation, actives largely listed as activators; HBB splicing reporter cell assay, activation; EGFP reporter with mutant IVS2-654 intron; response scale: normalised to 500 nM splice-correcting PNA; note: potency is the fitted concentration of half-maximal effect; 0% is about no effect
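HeLa cells stably expressing EGFP interrupted by mutant beta-globin intron 2 (IVS2-654), 500/well in 2% FCS. Treated with compound for 2 days at 37C. Splicing correction scored as total well GFP intensity (488 nm excitation, 500-520 nm emission); 500 nM antisense PNA served as control.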
Rhodamine autofl – qHTS Assay for Spectroscopic Profiling in Rhodamine Spectral Region | Rhodamine-region fluorescence, 547/598 nm, Tris buffer; active compounds read high | max dye-equivalent concentration, M | actives 0.05% (n = 59,000); in the data active = max dye-equivalent concentration above about 11 nM; inconclusive = between about 1.1 nM and that limit
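A six-point rhodamine series on each plate calibrates the signal. Compounds sit in 100 mM Tris (pH 8.0) for 15 min at ambient temperature before imaging through 547 nm/598 nm filters.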
Ub-GFP proteasome – Ubiquitin-GFP Assay; Potency, µM (series often up to 45.9 µM), for inactives: top-dose activation (GFP accumulation), most hits filed as activators; Ubiquitin-GFP reporter cells, proteasome inhibition, GFP fluorescence; response scale: untreated = 0%, 10 µM MG-132 = 100%; 67,000 tested, under 10 active; AID 526, 2006; active = well fitted activation curve with a large enough effect, not every such curve was filed as active; inconclusive = small, poorly fitted or top-dose-only effect, or another doubt; inactive = no such curve, though single readings can be large or run the other way; note: potency is the fitted concentration of half-maximal effect
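U2OS cells stably expressing ubiquitin(G76V)-GFP, seeded overnight in 0.5% FBS medium, were exposed to compounds (qHTS, 46 uM to 2.9 nM) for 4 hr at 37 °C. GFP-positive cells were counted by laser cytometry (488 ex/515 em), normalized between basal and 10 uM MG-132.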
Fluorescein fluor – qHTS Assay for Spectroscopic Profiling in Fluorescein Spectral Region; Compound autofluorescence, 480/540 nm, fluorescein-equivalent; active compounds read high; max fluorescein-equivalent concentration, M; actives 0.91% (n = 59,000); in the data active = max fluorescein-equivalent concentration above about 10 nM; inconclusive = between about 1.1 nM and that limit
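First, buffer (100 mM Tris, pH 8.0) dispensed; second, compounds and fluorescein standards pinned in; third, 15 min room-temperature incubation; finally, imaging at ex 480 nm/em 540 nm. Fluorescence normalized against the six-point fluorescein curve.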
Hsp90 Hop PPI – qHTS Assay for Disrupters of an Hsp90 Co-Chaperone Interaction | Hsp90 C-terminal peptide / TPR2A (Hop) interaction, human | Potency, µM (series often up to 57 µM), for inactives: at the highest dose activity change, negative = inhibition | actives 0.44% (n = 71,000) | AlphaScreen TPR2A-His6 binding biotin-Hsp90 C-terminal peptide | AID 595, 2007; active = well fitted curve in either direction with a large enough effect; inconclusive = small, poorly fitted or top-dose-only effect, or another doubt; note: potency is the fitted concentration of half-maximal effect; % is set by controls: 0 for no effect and ±100 for the full control effect; many of its hits are not listed in these tables
Epigenetic mod – qHTS Assay for Epigenetic Modulators; mouse C127i GFP locus derepression, cytometry, 30 h; Potency, µM (doses to about 46.1 µM), inactives show at the highest dose GFP derepression (activation); actives 0.09% (n = 68,000); AID 597, 2007; note: % of control where 0% means no effect
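Read-out is the number of GFP-positive cells, scored as fluorescent objects 20 to 120 um wide, reflecting derepression of a silenced CMV-GFP reporter in murine C127i cells after 30 h compound exposure at 37 C.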
* hit, by the source's call; [ ] = dose if it differs, or a comment. Unless noted, calls come from the whole dose curve; as a rule, active = well fitted curve in the direction sought with a large enough effect; inconclusive = small, poorly fitted or top-dose-only effect, or another doubt; inactive = no such curve, though single readings can be large; an effect the other way counts as inactive or inconclusive. These rows are one share of the data, so the mix of outcomes need not match the whole.

A first look:
For Nc1nc(F)nc2c1ncn2[C@@H]1O[C@H](CO)[C@@H](O)[C@@H]1O the results were Texas Red fluor inactive, 4MU fluor inactive, Rhodamine autofl inactive, Fluorescein fluor inconclusive and Epigenetic mod 8%[20.6 µM].
Screening CCC(NC(=O)Nc1nnc(C(F)(F)F)s1)(C(F)(F)F)C(F)(F)F returned Texas Red fluor inactive, 4MU fluor inactive, Rhodamine autofl inactive, Fluorescein fluor inactive and Epigenetic mod -3%[20.6 µM].

The listing, previewed entries included:
For Nc1nc(F)nc2c1ncn2[C@@H]1O[C@H](CO)[C@@H](O)[C@@H]1O the results were Texas Red fluor inactive, 4MU fluor inactive, Rhodamine autofl inactive, Fluorescein fluor inconclusive and Epigenetic mod 8%[20.6 µM].
Screening CCC(NC(=O)Nc1nnc(C(F)(F)F)s1)(C(F)(F)F)C(F)(F)F returned Texas Red fluor inactive, 4MU fluor inactive, Rhodamine autofl inactive, Fluorescein fluor inactive and Epigenetic mod -3%[20.6 µM].
Screening COc1ccccc1Oc1ccccc1C(=O)O returned ALOX15 inhib 3%, HADH2 inh -3%, Pol III holo inh -4%, HBB splice mod 2.7%, Ub-GFP proteasome 11%, Hsp90 Hop PPI -4% and Epigenetic mod 5%.
CC1Cc2ccccc2N1S(=O)(=O)c1cccc(C(=O)NC2CC2)c1 (stereo unspecified) was read as ALOX15 inhib 1%, Texas Red fluor inconclusive, HADH2 inh 0%, 4MU fluor inactive, Pol III holo inh -1%, HBB splice mod -0.1%[57.5 µM], Rhodamine autofl inactive, Ub-GFP proteasome 4%, Fluorescein fluor inconclusive, Hsp90 Hop PPI 0% and Epigenetic mod 1%.
`CC(C)CC(NC(=O)C1CCCCC1)C(=O)NCc1ccccn1` (stereo unspecified) gave ALOX15 inhib 20%, Texas Red fluor inactive, HADH2 inh 2%, 4MU fluor inactive, Pol III holo inh -1%, HBB splice mod 0.4%, Rhodamine autofl inactive, Ub-GFP proteasome -4%, Fluorescein fluor inconclusive, Hsp90 Hop PPI -4% and Epigenetic mod 0%.
`c1ccc(OCc2nn3c(-c4cccnc4)nnc3s2)cc1` gave Texas Red fluor inactive, 4MU fluor inactive, Rhodamine autofl inactive, Fluorescein fluor inactive and Epigenetic mod -4%[20.6 µM].
COC(=O)[C@@H](NC(=O)Nc1ccc(OC)cc1)C(C)C was read as ALOX15 inhib 5%, Texas Red fluor inactive, HADH2 inh 4%, 4MU fluor inactive, Pol III holo inh -5%, HBB splice mod 3.3%[1.84 µM], Rhodamine autofl inactive, Ub-GFP proteasome 7%, Fluorescein fluor inactive, Hsp90 Hop PPI 1% and Epigenetic mod 0%.
`CCOC(=O)CC(=O)CSc1nnc2sc3ccccc3n12` gave Texas Red fluor inactive, 4MU fluor inactive, Rhodamine autofl inactive, Fluorescein fluor inactive and Epigenetic mod -1%[20.6 µM].
Screening COc1ccc(NC(=O)CN2CCN(c3ccccc3F)CC2)cc1 returned ALOX15 inhib -14%, Texas Red fluor inactive, HADH2 inh 9%, 4MU fluor inactive, Pol III holo inh 4%, HBB splice mod -0.3%[57.5 µM], Rhodamine autofl inactive, Ub-GFP proteasome -4%, Fluorescein fluor inconclusive, Hsp90 Hop PPI 0% and Epigenetic mod 2%.
Screening O=C(NCCCN1CCN(c2ccccc2F)CC1)C1CCCN(S(=O)(=O)c2cnc[nH]2)C1 (stereo unspecified) returned ALOX15 inhib 0%, HADH2 inh 7%, Pol III holo inh -10%, HBB splice mod 0.4%, Ub-GFP proteasome -3% and Hsp90 Hop PPI -5%[2.3 µM].
For O=C(CCCc1ccccn1)c1ccccc1 the results were ALOX15 inhib 6%[11.4 µM], Texas Red fluor inactive, HADH2 inh 11%[11.4 µM], 4MU fluor inactive, Pol III holo inh -5%[11.4 µM], HBB splice mod 5.9%[9.22 µM], Rhodamine autofl inactive, Ub-GFP proteasome 0%[9.17 µM], Fluorescein fluor inactive, Hsp90 Hop PPI -9%[11 µM] and Epigenetic mod 0%[9.22 µM].
Screening N#C/C(=C\NC(=S)c1ccncc1)c1nc2ccccc2s1 returned ALOX15 inhib -2%[11.4 µM], Texas Red fluor inactive, HADH2 inh -18%[11.4 µM], 4MU fluor inactive, Pol III holo inh -1%[11.4 µM], HBB splice mod inconclusive, Rhodamine autofl inactive, Ub-GFP proteasome 3%[9.17 µM], Fluorescein fluor inconclusive, Hsp90 Hop PPI 0%[11 µM] and Epigenetic mod inconclusive.
`COCCN(C(=O)c1csnn1)C(C(=O)NC1CCCCC1)c1sccc1C` (stereo unspecified) gave ALOX15 inhib 1%, Texas Red fluor inconclusive, HADH2 inh -12%, 4MU fluor inactive, Pol III holo inh -4%, Rhodamine autofl inactive, Ub-GFP proteasome 1%, Fluorescein fluor inactive, Hsp90 Hop PPI -1% and Epigenetic mod 3%.
`Nc1nc(-c2ccc3c(c2)OCCO3)cs1` gave ALOX15 inhib -8%, Texas Red fluor inactive, HADH2 inh -9%, 4MU fluor inactive, Pol III holo inh -1%, HBB splice mod -2.4%, Rhodamine autofl inactive, Ub-GFP proteasome 5%, Fluorescein fluor inconclusive, Hsp90 Hop PPI -10% and Epigenetic mod 1%.
For CCOc1ccc(-c2ncncc2-c2ccc(OC)cc2)c(O)c1 the results were ALOX15 inhib -1%, Texas Red fluor inactive, HADH2 inh -1%, 4MU fluor inactive, Pol III holo inh -1%, HBB splice mod -0.3%, Rhodamine autofl inactive, Ub-GFP proteasome -3%, Fluorescein fluor inactive, Hsp90 Hop PPI -1% and Epigenetic mod 0%.
Screening CCCCNc1nc2ccccc2n1CC(=O)N1CCc2ccccc2C1 returned ALOX15 inhib -13%, Texas Red fluor inactive, HADH2 inh 6%, 4MU fluor inactive, Pol III holo inh -10%, HBB splice mod -2.9%, Rhodamine autofl inactive, Ub-GFP proteasome -3%, Fluorescein fluor inconclusive, Hsp90 Hop PPI -4% and Epigenetic mod 0%.
N#Cc1c(NC(=O)CN2CCOCC2)oc(-c2ccccc2)c1-c1ccccc1 was read as ALOX15 inhib -1%, Texas Red fluor inactive, HADH2 inh 6%, 4MU fluor inactive, Pol III holo inh 0%, HBB splice mod -1.0%, Rhodamine autofl inactive, Ub-GFP proteasome -8%, Fluorescein fluor inactive, Hsp90 Hop PPI -10% and Epigenetic mod 3%.
For O=C1OC(Nc2nc3ccccc3s2)c2ccccc21 (stereo unspecified) the results were ALOX15 inhib 0%, Texas Red fluor inactive, HADH2 inh 10%, 4MU fluor inactive, Pol III holo inh -4%, Rhodamine autofl inactive, Ub-GFP proteasome -3%, Fluorescein fluor inactive, Hsp90 Hop PPI -4% and Epigenetic mod -3%.
CC(C)(C)C(=O)COC(=O)c1cccc(NC(=O)c2ccco2)c1 was read as ALOX15 inhib -12%, Texas Red fluor inactive, HADH2 inh 2%, 4MU fluor inactive, Pol III holo inh -2%, HBB splice mod 2.0%, Rhodamine autofl inactive, Ub-GFP proteasome 0%, Fluorescein fluor inconclusive, Hsp90 Hop PPI -5% and Epigenetic mod -1%.
`O=C(CCc1nc2ccccc2c(=O)[nH]1)N1CCN(C/C=C/c2ccccc2)CC1` gave ALOX15 inhib 1%, Texas Red fluor inconclusive, HADH2 inh 0%, 4MU fluor inactive, Pol III holo inh -1%, HBB splice mod 0.1%, Rhodamine autofl inactive, Ub-GFP proteasome 7%, Fluorescein fluor inactive, Hsp90 Hop PPI -11% and Epigenetic mod -2%.
Screening O=c1cc(CO)occ1O returned ALOX15 inhib 14%[25.6 µM], Texas Red fluor inactive, HADH2 inh -18%, 4MU fluor inactive, Pol III holo inh -5%, Rhodamine autofl inactive, Ub-GFP proteasome 12%, Fluorescein fluor inactive, Hsp90 Hop PPI -4% and Epigenetic mod 0%[9.22 µM].
Screening Cc1cc(F)ccc1S(=O)(=O)Nc1ccccc1C(=O)Nc1ncn[nH]1 returned ALOX15 inhib 23%, Texas Red fluor inconclusive, HADH2 inh 14%, 4MU fluor 1.3e-07M*, Pol III holo inh -4%, HBB splice mod 0.5%[57.5 µM], Rhodamine autofl inactive, Ub-GFP proteasome -2%, Fluorescein fluor inactive, Hsp90 Hop PPI 6% and Epigenetic mod -2%.
